BioA inh: M. tuberculosis BioA enzyme inhibitors, primary screen, biochemical, plate reader, single point, HTS | 7,8-diaminopelargonic acid synthase BioA (Mycobacterium tuberculosis) | purified M. tuberculosis BioA enzyme | inhibition, % at 9.99 µM | actives 0.096% (n = 360,000) | AID 602481, 2012; in the data active means inhibition above about 40%; inconclusive means no clear call, values can overlap the other calls
Mtb FBA inh: Mtb FBA enzyme inhibitors, primary screen, biochemical, fluorescence, strain H37Rv | Fructose-bisphosphate aldolase (Mycobacterium tuberculosis (strain ATCC 25618 / H37Rv)), … | purified M. tuberculosis FBA, fluorescence read-out | inhibition, % at 1 µM | actives 2.3% (n = 360,000); in the data active means inhibition above about 27%;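 further: 0% = vehicle and 100% = reference inhibitor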
Target sequence (P9WQA3 whole entry, looked up): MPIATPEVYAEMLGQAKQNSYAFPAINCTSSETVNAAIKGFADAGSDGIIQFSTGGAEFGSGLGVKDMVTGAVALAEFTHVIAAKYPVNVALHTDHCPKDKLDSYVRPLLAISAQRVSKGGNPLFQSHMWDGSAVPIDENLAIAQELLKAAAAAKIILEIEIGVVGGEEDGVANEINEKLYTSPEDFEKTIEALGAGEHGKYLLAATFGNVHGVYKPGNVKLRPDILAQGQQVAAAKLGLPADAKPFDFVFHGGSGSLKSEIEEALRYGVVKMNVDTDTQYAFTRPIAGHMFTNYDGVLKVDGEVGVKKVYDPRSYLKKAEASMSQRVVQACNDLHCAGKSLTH
Anthrax LF inh2: Bacillus anthracis LF protease inhibitors, primary screen, biochemical, multiplex microsphere, MLPCN library; inhibition, % at 10 µM; Lethal factor (Bacillus anthracis), P15917; actives 0.12% (n = 360,000); AID 588501, 2011; multiplex microsphere protease cleavage assay; further: plate controls were buffer without enzyme for full effect and enzyme alone for no effect
PfHsp40 rescue: rescue of yeast from PfHsp40 toxicity, primary screen, S. cerevisiae, ATP luminescence. S. cerevisiae expressing PfHsp40, growth rescue. growth rescue, % at 12.5 µM. actives 0.68% (n = 340,000); in the data active means growth rescue above about 28%, passing the limit was not always enough; inconclusive means no clear call, values can overlap the other calls;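 further: yeast W303a lacking pdr1 and pdr3 grown in galactose medium; growth measured after three days at 30 °C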
BoNT-A LC inh2: BoNT/A light chain protease inhibitors, primary screen, biochemical, flow cytometry, MLPCN library; AID 588499, 2011; actives 0.17% (n = 360,000); multiplex microsphere protease substrate cleavage; Botulinum neurotoxin type A light chain protease (Clostridium botulinum A str. ATCC 3502); inhibition, % at 10 µM; further: plate controls were buffer without enzyme for full effect and enzyme alone for no effect
GDH-TPI counter: GDH-TPI coupling enzyme inhibitors, primary screen, artefact control for M. tuberculosis FBA inhibitor project, biochemical, absorbance, full deck; GDH-TPI coupled enzyme counterscreen, NADH absorbance; actives 1.2% (n = 360,000); inhibition, % at 4.8 µM; in the data active means inhibition above about 30%;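 further: 0% = DMSO wells and 100% = wells lacking the enzyme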
BoNT-F LC inh: BoNT/F light chain protease inhibitors, primary screen, biochemical, flow cytometry, MLPCN library | Botulinum neurotoxin type F light chain protease (Clostridium botulinum) | inhibition, % at 10 µM | actives 0.22% (n = 360,000) | Multiplex microsphere protease cleavage assay; in the data active means inhibition above about 35%, passing the limit was not always enough; inconclusive means no clear call, values can overlap the other calls; further: plate controls were buffer without enzyme for full effect and enzyme alone for no effect
FadD28 binding: inhibitors of FadD28 bisubstrate probe binding, primary screen, biochemical, fluorescence polarization, single point | Mycobacterium tuberculosis FadD28 fatty-acid-AMP ligase | inhibition, % at 12.5 µM | actives 0.22% (n = 360,000) | AID 588549, 2011; in the data active means inhibition above about 8.5%, passing the limit was not always enough; inconclusive means no clear call, values can overlap the other calls
Mtb UGM inh: M. tuberculosis UGM enzyme inhibitors, primary screen, biochemical, fluorescence polarization, single point. actives 0.06% (n = 320,000). UDP-galactopyranose mutase (Mycobacterium tuberculosis (strain ATCC 25618 / H37Rv)), …. purified UGM, fluorescence polarization probe displacement. inhibition, % at 10 µM. AID 504406, 2011; in the data active means inhibition above about 10%, passing the limit was not always enough; inconclusive means no clear call, values can overlap the other calls
Target sequence (P9WIQ1 whole entry, looked up): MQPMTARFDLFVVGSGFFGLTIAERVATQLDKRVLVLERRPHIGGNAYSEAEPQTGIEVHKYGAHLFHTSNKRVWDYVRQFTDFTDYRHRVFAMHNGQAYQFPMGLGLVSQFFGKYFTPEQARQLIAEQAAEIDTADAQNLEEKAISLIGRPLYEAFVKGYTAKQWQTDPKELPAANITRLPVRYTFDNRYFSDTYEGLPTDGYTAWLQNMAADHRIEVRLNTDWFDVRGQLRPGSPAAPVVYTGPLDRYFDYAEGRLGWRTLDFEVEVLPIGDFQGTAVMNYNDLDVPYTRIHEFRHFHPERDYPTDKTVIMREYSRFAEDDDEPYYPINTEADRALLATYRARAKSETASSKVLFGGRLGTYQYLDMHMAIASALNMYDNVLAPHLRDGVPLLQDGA
An asterisk follows results filed as active; ? = inconclusive; . = not tested or not shown. Unless noted, no stated cut-off is given here; in the data, active means inhibition above about 30%; inconclusive means no clear call, values can overlap the other calls; inactive means below that.

SMILES | BioA inh | Mtb FBA inh | Anthrax LF inh2 | PfHsp40 rescue | BoNT-A LC inh2 | GDH-TPI counter | BoNT-F LC inh | FadD28 binding | Mtb UGM inh
Cc1cc(C)c(S(=O)(=O)NCC2CCC(C(=O)NCc3ccc4c(c3)OCO4)CC2)c(C)c1 (configuration not stated) | 0.1 | -1 | 1 | 0.4 | -0.6 | 3 | -13 | -1.8 | -2.4
COc1cc2c(c3oc(=O)cc(CC(=O)O)c13)CCC(C)(C)O2 | 0.6 | 199* | 0 | 0.5 | 1.1 | 9 | -3 | -3.2 | -2.7
CC(C)(C)CN1CCNC(=O)C1CC(=O)N1CCOc2ccccc2C1 (configuration not stated) | . | 4 | -10 | 0.3 | -1.5 | 9 | -9 | -2.9 | -0.7
CCC1CCc2[nH]nc(C(=O)O)c2C1 (configuration not stated) | 10 | -1 | -1 | 0.3 | 1.2 | -1 | 6 | 0.3 | 4.0
CC1(C)CN=C(N(Cc2ccccc2)C(=O)Nc2ccccc2)S1 | 0.1 | -3 | 0 | 0.5 | -0.3 | 2 | -11 | -0.4 | 3.8
Cc1ccc(SCCC(=O)Nc2c(C)n(C)n(-c3ccccc3)c2=O)cc1 | -1.2 | 4 | 1 | 2.3 | 1.1 | 2 | -6 | -3.0 | -0.7
CC(=O)c1ccc(S(=O)(=O)NCCc2csc(-c3cccnc3)n2)cc1 | 2.0 | -3 | 6 | 1.1 | -0.3 | 6 | -3 | -0.6 | 2.1
CCOc1cc(C(=O)Nc2c3c(nn2C(C)(C)C)CS(=O)C3)cc(OCC)c1OCC (configuration not stated) | -3.2 | 2 | -5 | -0.9 | -1.3 | 3 | -4 | -0.8 | -0.7
CCN(CC(=O)Nc1ccc(NC(C)=O)cc1)C(=O)c1cccc(S(=O)(=O)N2CCCC2)c1 | . | 1 | -2 | 1.1 | -2.7 | -5 | -8 | -5.3 | -3.4
Cc1cc(NC(=O)CCC(=O)N(CC(=O)NC2CCCC2)c2ccccc2)no1 | -0.8 | 0 | 0 | -0.4 | -1.7 | 14 | -6 | 0.3 | -0.6
COc1cc([N+](=O)[O-])ccc1NC(=O)CCS(=O)(=O)c1ccc2c(c1)n(C)c(=O)c(=O)n2C | . | -3 | 1 | 0.2 | -1.0 | -3 | -6 | -3.3 | -1.3
COc1ccccc1OC(=O)c1ccc(C)c(S(=O)(=O)N2CCOCC2)c1 | -0.4 | 1 | -3 | 0.2 | -1.4 | -1 | 2 | -0.2 | 3.3
Cc1ccc(NC(=S)NC(=O)C2CC2)cc1Cl | -0.2 | -3 | -11 | 0.1 | 0.8 | 7 | 5 | -7.9 | -0.6
COc1ccc2c(c1)[C@@H]1[C@H](CO2)[C@H](c2ccccc2)[C@]2(C)C(=O)NCC(=O)N12 | 0.3 | 2 | -3 | -0.2 | -0.3 | -15 | -3 | -13 | 0.1
Oc1c(C=NCc2ccccc2)sc2ccccc12 | . | 1 | -6 | 0.5 | -1.3 | 2 | -3 | -3.0 | -3.2
COC(=O)c1ccc(NC(=O)c2ccc(N(C)S(C)(=O)=O)cc2)cc1 | -0.2 | 2 | -4 | -0.4 | -1.1 | 7 | -6 | -0.1 | -0.5
COCCCN1C(=O)C(=O)/C(=C(/O)c2ccccc2)C1c1ccc2c(c1)OCO2 (configuration not stated) | . | 2 | -9 | -0.8 | -4.1 | 24 | -24 | -2.2 | 0.8
Cc1ccc(C(=O)N2CCN(c3ncccn3)CC2)cc1S(=O)(=O)N1CCCCC1 | 8.0 | 2 | 10 | -0.7 | 1.2 | -8 | 15 | 1.3 | -0.4
CCN(Cc1ccccc1)C(=O)CN1C(=O)c2ccccc2C1=O | -0.6 | 2 | 10 | -0.2 | 1.0 | 18 | 2 | -0.6 | 0.4
COCCNC(=O)CN(c1ccc(C)cc1)S(=O)(=O)c1ccccc1 | . | 3 | 0 | -0.4 | -1.0 | 7 | -9 | -2.8 | -0.3
CCOC(=O)C1(C)CCN1C(=O)c1cccnc1Oc1ccccc1 (configuration not stated) | -0.7 | 3 | -1 | . | -0.2 | 6 | -3 | -0.6 | .
Cc1ccn2c(C=O)c(-c3ccc(F)cc3)c(C=O)c2c1 | . | -2 | -18 | 2.1 | 4.3 | 10 | -47 | -6.9 | -0.9
CCOC(CCNC(=O)c1cn(CC(C)C)c(=O)c2c1c1ccccc1n2C)OCC | -0.1 | 7 | -10 | . | -2.0 | -1 | 29 | -2.3 | 1.4
CCOC(=O)c1cc(Br)c(=O)n2ccccc12 | 2.9 | 4 | 2 | -1.4 | 3.1 | 9 | -3 | -3.2 | -1.5
COC(=O)c1sccc1NC(=O)Nc1ccc(C)cc1 | 1.2 | -1 | -2 | 0.2 | -2.0 | -1 | 4 | -3.6 | 3.0

Reprinted at random: two records from the list
SMILES | BioA inh | Mtb FBA inh | Anthrax LF inh2 | PfHsp40 rescue | BoNT-A LC inh2 | GDH-TPI counter | BoNT-F LC inh | FadD28 binding | Mtb UGM inh
COC(=O)c1sccc1NC(=O)Nc1ccc(C)cc1 | 1.2 | -1 | -2 | 0.2 | -2.0 | -1 | 4 | -3.6 | 3.0
CC(=O)c1ccc(S(=O)(=O)NCCc2csc(-c3cccnc3)n2)cc1 | 2.0 | -3 | 6 | 1.1 | -0.3 | 6 | -3 | -0.6 | 2.1

The main list resumes, repeating the 2 entries before the break.
SMILES | BioA inh | Mtb FBA inh | Anthrax LF inh2 | PfHsp40 rescue | BoNT-A LC inh2 | GDH-TPI counter | BoNT-F LC inh | FadD28 binding | Mtb UGM inh
CCOC(=O)c1cc(Br)c(=O)n2ccccc12 | 2.9 | 4 | 2 | -1.4 | 3.1 | 9 | -3 | -3.2 | -1.5
COC(=O)c1sccc1NC(=O)Nc1ccc(C)cc1 | 1.2 | -1 | -2 | 0.2 | -2.0 | -1 | 4 | -3.6 | 3.0
O=C(O)c1cccc(OCc2ccccc2Cl)c1 | -0.6 | -1 | -2 | -0.2 | -0.1 | 5 | -2 | -5.3 | 3.7
O=C1SC(SCc2ccccc2Cl)=N/C1=C\c1ccc(C(=O)O)cc1 | . | -4 | -3 | 12 | -0.4 | 7 | -2 | -3.7 | 0.2
CC(NC(=O)C1CCN(S(=O)(=O)N2CCCCCC2)CC1)c1ccccc1 (configuration not stated) | -1.0 | -2 | 0 | 0.6 | 1.4 | 2 | 18 | -2.0 | -1.9
CCC(C)Sc1cccc(-c2nc3ccccn3c2NCc2ccccc2)c1 (configuration not stated) | -1.8 | 32* | -9 | 219* | -0.5 | 5 | -8 | 0.3 | 0.8
CCN(CC(=O)Nc1c(F)cccc1F)C(=O)c1ccc(OC)c(S(=O)(=O)NC2CCCC2)c1 | 2.4 | 2 | -2 | . | -0.3 | 6 | 1 | -0.2 | .
O=c1cc(-c2cccc3ccccc23)[nH][nH]1 | 0.1 | 1 | 0 | 0.4 | -0.4 | -1 | 4 | -2.9 | 2.3
CC1(C(=O)OCC(=O)NNC(=O)COc2ccc(Cl)cc2)CC1(Cl)Cl (configuration not stated) | -0.4 | -1 | -4 | 0.1 | 1.5 | -3 | 10 | -0.5 | -0.9
CCOC(=O)c1ccoc1CSCC(=O)N1CCN(S(=O)(=O)c2ccc(C)cc2)CC1 | 0.5 | -2 | -1 | 1.1 | 0.1 | -4 | 10 | -4.1 | -1.0
CCCN=C1N(CC)C[C@@H]2[C@@H]3C(=O)N(Cc4ccccc4)C(=O)[C@@H]3[C@](Cc3ccccc3)(C(=O)OC)N12 | 0.1 | -2 | -6 | 0.1 | -0.2 | -8 | -3 | -3.8 | .
CCCCOc1ccc(CSCCN)cc1Cl | 3.2 | 1 | -12 | -1.4 | -1.3 | 1 | ? | -9.5 | -0.9
CCN1CCC(CNCc2cn(-c3ccc(OC)cc3)nc2-c2ccccc2Cl)C1 (configuration not stated) | . | -3 | -14 | -2.4 | -0.6 | 10 | -21 | -5.0 | 0.3
Cn1cnnc1SCCNS(=O)(=O)c1cccc([N+](=O)[O-])c1 | 0.6 | 1 | 0 | 0.5 | 1.0 | -2 | -8 | 0.2 | -1.5
CC(=O)Nc1sc(N/N=C\c2ccccc2Cl)nc1-c1cccs1 | 0.8 | 1 | -3 | -1.0 | 0.1 | 16 | -11 | -2.4 | -2.9
COc1ccc(C(=O)Cc2cc3cccc(OC)c3oc2=O)cc1 | -1.9 | 5 | -6 | -0.3 | 1.8 | -3 | 4 | 0.0 | 0.5
COC(=O)Cc1c(C)c2ccc(O)c(CN3CCCC(C)C3)c2oc1=O (configuration not stated) | 1.3 | . | -12 | 0.0 | -0.1 | 10 | -6 | -2.7 | 2.9
Cc1ccc(C2(CCN)CCOC(C(C)C)C2)cc1 (configuration not stated) | . | 1 | 1 | -0.4 | 0.1 | 3 | -5 | -0.7 | -0.2
CN(C)/C=N/NC(=O)c1ccc(Cl)cc1 | -1.6 | 3 | -6 | -0.6 | -0.3 | 5 | 0 | 1.0 | 4.5
CN(C)CCn1nnnc1SCC1=C(C(=O)O)N2C(=O)[C@@H](NC(=O)Cc3csc(N)n3)[C@H]2SC1 | -0.3 | -1 | -3 | -1.3 | 0.0 | -2 | 4 | -4.7 | 3.7
Fc1ccc(COc2cccc(-c3n[nH]c(=S)o3)c2)cc1 | . | 29* | -2 | -0.6 | 0.0 | 10 | 0 | 2.7 | 0.1
COc1ccc([N+](=O)[O-])cc1NCc1ccccc1 | -1.2 | -3 | 0 | 1.1 | 8.4 | 10 | 3 | 1.4 | 0.3
CC(C)CN(C(=O)CSc1nnc2c(Cl)cc(C(F)(F)F)cn12)C1CCS(=O)(=O)C1 (configuration not stated) | -0.9 | 1 | -6 | 0.1 | -1.7 | -5 | -8 | 0.1 | -0.4
Brc1ccc(NC2=Nc3ccccc3CC2)cc1 | -3.3 | 1 | -3 | -0.3 | -0.9 | 1 | 2 | -0.9 | 0.6
Cc1cc(-c2nnc(SCC(=O)Nc3nc(-c4ccccc4)cs3)o2)no1 | 1.3 | 8 | -4 | 1.3 | -1.7 | 14 | -11 | -1.7 | 3.1
Cc1cn(CCC(=O)Nc2ccc(N3CCOCC3)cc2)c2ccccc12 | 0.8 | -2 | . | -0.5 | . | 9 | . | -2.3 | -2.1
CC(=O)NC12CC3CC(C1)CC(C(=O)Nc1ccc(C)c(S(=O)(=O)N4CCCCCC4)c1)(C3)C2 | 4.7 | 4 | -6 | 0.0 | -0.4 | 16 | -10 | -3.7 | .
O=C(Nc1nnc(-c2ccccc2Cl)o1)c1nc2ccccc2s1 | 0.3 | 1 | -14 | 18 | -1.1 | 24 | -4 | -1.9 | 2.8
Cc1ccc(NC(=O)COC(=O)c2ccc([N+](=O)[O-])o2)cc1S(=O)(=O)N1CCCCC1 | . | 5 | 5 | -0.7 | 0.3 | 10 | -1 | -0.7 | 0.3
O=C(Nc1ccc(CSc2ccccc2)cc1)c1ccc(CN2CCOCC2)cc1 | . | 0 | 0 | -1.3 | -0.4 | 0 | -1 | -3.2 | 2.0
CN(C)c1nc2ccc(OCCN3CCCCC3)cc2s1 | 0.3 | 0 | 0 | 0.1 | -1.0 | 2 | -1 | -4.4 | 2.3
C=CCN(c1ccccc1OC)S(=O)(=O)c1cccc(C(=O)OCC(=O)N2CCOCC2)c1 | -0.3 | 3 | . | 0.1 | . | -3 | . | -0.7 | 2.6

Screening data (PubChem BioAssay)
